KB-V1 MDR tox = qHTS assay for MDR1-selective chemotherapeutics: Primary screen using the drug-selected MDR subline cells KB-V1. KB-V1 MDR cells viability, CellTiter-Glo, 72 h. hit rate 3.4% among 400,000. Potency, µM (highest dose often 46.1 µM), for inactives: at the highest dose activity change, negative = cytotoxicity, actives largely listed as cytotoxic. AID 1347076, 2019; also: % is scaled to controls: 0 for no effect and ±100 for the full control effect; nearly all actives have a fitted effect of over 60% in size
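Following 72 h at 37 degrees C with compound, KB-V1 cell viability was read by CellTiter-Glo luminescence, medium being phenol-red-free DMEM plus 10% FBS; concentration-response parameters came from normalized, curve-fitted qHTS data.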
KB-3-1 cytotox = qHTS assay for MDR1-selective chemotherapeutics: Primary screen using the parental adenocarcinoma cell KB-3-1. KB-3-1 viability, CellTiter-Glo ATP luminescence, 72 h. Potency, µM (doses to about 46.1 µM), for the others: at the highest dose activity change, negative = cytotoxic, hits mostly cytotoxic. hit rate 1.4% among 400,000. AID 1347075, 2019; also: % is scaled to controls: 0 for no effect and ±100 for the full control effect; nearly all actives have a fitted effect of over 60% in size
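Cells are dispensed, compounds pinned in, plates held at 37 °C for 72 h, then CellTiter-Glo is added and luminescence read after 10 minutes. Cell line: parental KB-3-1 in phenol-red-free DMEM, 10% FBS.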
TDP-43 yeast inh = qHTS of TDP-43 Inhibitors; TDP-43 expressing yeast growth rescue, BacTiter-Glo, 24 h; hit rate 1.8% among 410,000; Potency, µM (series often up to 46.1 µM), for the others: top-dose growth rescue (activation), actives largely listed as activators; AID 652104, 2013; also: % of control where 0% means no effect; nearly all actives have a fitted effect of over 50% in size
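Yeast expressing TDP-43 (pregrown in raffinose, seeded at OD600=0.02 in galactose medium) exposed to compounds 24 hr at 30 deg C. Growth read by BacTiter-Glo luminescence; rescue of toxicity appears as increased signal.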
HT1080NT lethal = qHTS for induction of synthetic lethality in tumor cells producing 2HG: qHTS for the HT-1080-NT fibrosarcoma cell line; HT-1080-NT fibrosarcoma viability, CellTiter-Glo ATP luminescence, 48 h; Potency, µM (titrated, usually from 46.1 µM), for inactives: at the top dose activity, negative = less viability, hits mostly cytotoxic; hit rate 1.6% among 360,000;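 also: NT is the 2HG producing partner of a matched IDH1 knockdown line; 0% = DMSO-treated cells and -100% = media-only wells without cells; nearly all actives have a fitted effect of over 55% in size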
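HT-1080-NT; 750 cells/well; 5% FBS RPMI; 48 h compound, 37 degrees C; CellTiter-Glo luminescence; curve fitting and curve-class assignment.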
HT1080 IDH1KD tx = qHTS for induction of synthetic lethality in tumor cells producing 2HG: qHTS for the HT-1080-IDH1KD cell line | HT-1080 IDH1 knockdown viability, ATP luminescence, 48 h | Potency, µM (titrated, usually from 46.1 µM), for the others: at the top dose activity, negative = toxicity, most hits filed as cytotoxic | hit rate 2% among 360,000 | AID 686971, 2013;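 also: 0% = DMSO wells and -100% = cell-free medium wells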
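After a 2 h attachment period, IDH1KD HT-1080 cells took pin-transferred compound for 48 h at 37 °C; ATP-based luminescence after 10 min room-temperature reagent incubation reported viability.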
GLP1R cytotox = qHTS of GLP-1 Receptor Inverse Agonists: Cytotox Screen. hit rate 0.13% among 410,000. HEK293 cAMP-luciferase reporter cells, luminescence, 24 h. AID 624418, 2012. Potency, µM (series often up to 38.3 µM), for inactives: at the top dose activity change, negative = inhibition, most hits filed as inhibitors;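 also: loss of luciferase light is scored as toxicity; % is scaled to controls: 0 for no effect and ±100 for the full control effect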
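MLSMR compounds, 24 hr on cells at 37 deg C/5% CO2; luminescence after luciferase reagent (12 min RT). Inhibition counted as the undesired cytotoxic outcome.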
SW480 rerep = A quantitative high throughput screen for small molecules that induce DNA re-replication in SW480 colon adenocarcinoma cells; AID 624297, 2012; SW480 DNA re-replication, Hoechst DNA content imaging, 48 h; Potency, µM (highest dose often 46.1 µM), without a hit: at the top dose re-replication activation, usual class: activators; hit rate 1.8% among 340,000; also: % of control where 0% means no effect; nearly all actives have a fitted effect of over 55% in size
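Quantitative HTS format with DMSO vehicle controls; 48 hr drug incubation at 37 C, then 40 min Hoechst staining and scanning imager measurement at 405 nm excitation.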
GLP-1R agonist = qHTS of GLP-1 Receptor Agonists | Glucagon-like peptide 1 receptor (Homo sapiens), P43220 | HEK293 GLP-1R CRE-luciferase, luminescence, 4-6 h; cells express a hypersensitive GLP-1R form | Potency, µM (doses to about 45.6 µM), for inactives: top-dose activation, usual class: activators | hit rate 0.007% among 380,000 | AID 624172, 2012; also: % of control where 0% means no effect
Target sequence (P43220 whole entry, looked up): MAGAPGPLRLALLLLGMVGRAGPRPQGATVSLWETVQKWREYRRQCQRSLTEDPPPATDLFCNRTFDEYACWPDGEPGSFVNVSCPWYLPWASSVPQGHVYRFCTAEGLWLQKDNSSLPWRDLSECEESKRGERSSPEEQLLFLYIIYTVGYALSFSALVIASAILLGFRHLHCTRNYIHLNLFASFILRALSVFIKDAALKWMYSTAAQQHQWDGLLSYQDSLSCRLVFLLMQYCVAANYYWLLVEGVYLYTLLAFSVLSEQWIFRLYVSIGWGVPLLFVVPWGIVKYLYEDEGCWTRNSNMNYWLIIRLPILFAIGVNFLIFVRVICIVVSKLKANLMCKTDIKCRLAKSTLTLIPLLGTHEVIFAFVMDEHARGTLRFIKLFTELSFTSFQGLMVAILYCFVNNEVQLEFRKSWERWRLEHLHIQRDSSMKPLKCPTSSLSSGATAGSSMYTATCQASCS
GLP-1R inv ag = qHTS of GLP-1 Receptor Inverse Agonists (Inhibition Mode) | Potency, µM (series often up to 38.3 µM), for inactives: at the top dose activity change, negative = inhibition, usual class: inhibitors | AID 624417, 2012 | hit rate 1.6% among 410,000 | HEK293 GLP-1R CRE-luciferase, luminescence, 24 h; GLP-1R form is constitutively active; also: % is scaled to controls: 0 for no effect and ±100 for the full control effect; nearly all actives have a fitted effect of over 55% in size
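HEK293 cells stably co-expressing a cAMP-responsive luciferase reporter and constitutively active GLP-1R were seeded, incubated 12 h, then exposed to compounds for 24 h at 37 C. Luminescence was read 12 min after detection reagent; inverse agonists lower signal.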
An asterisk follows results filed as active; ? = inconclusive; . = no result given; & = joins results of further samples; [ ] = another dose, or the depositor's remark. Calls follow the shape of the dose curve; as a rule, active = well fitted curve in the direction sought with a large enough effect; inconclusive = small, poorly fitted or top-dose-only effect, or another doubt; inactive = no such curve, though single readings can be large; an effect the other way counts as inactive or inconclusive. Potency is read from the fitted curve at half-maximal effect.

SMILES	KB-V1 MDR tox	KB-3-1 cytotox	TDP-43 yeast inh	HT1080NT lethal	HT1080 IDH1KD tx	GLP1R cytotox	SW480 rerep	GLP-1R agonist	GLP-1R inv ag
O=C(O)CNC(=O)c1ccccc1NC(=O)c1ccco1	13.1%	2.7%	16.0%	4.7%	2.4%	-1.2%	-8.3%	-0.6%	3.6%
C[C@@H]1CCCCO[C@H](CN(C)S(=O)(=O)c2ccc(F)cc2)[C@@H](C)CN([C@H](C)CO)C(=O)c2cc(NC(=O)Nc3ccc(C(F)(F)F)cc3)ccc2O1	5.5%	2.6%	13.7%	-12.3%	-17.5%	-31.9%	.	-2.5%	-27.8%
Cc1ccccc1NC(=O)NC1CCCc2ccccc21 (stereo not given)	-14.5%	15.7%	11.5%	7.3%	2.4%	10.7%	2.3%	3.2%	-10.9%
Cc1ccc(S(=O)(=O)N2CCN=C2SCc2cccnc2)cc1	3.7%	3.9%	12.1%	7.1%	6.5%	3.1%	-17.7%	-1.8%	10.5%
COC(=O)[C@]12CCCCC=C1N(Cc1ccc(Cl)cc1Cl)C(=O)[C@H](CC(=O)NCCC(C)C)C2	-25.7%	?	22.7%	?	?	-8.8%	.	-4.2%	?
CCN(CC)C(=O)C1=C(C)N(CCC2=CCCCC2)C(=O)C(CC(=O)NCc2ccco2)C1 (stereo not given)	-14.1%	0.9%	17.9%	0.5%	-0.2%	2.7%	.	10.8%	-12.0%
O=C(COc1cccnc1[N+](=O)[O-])NCc1ccc2c(c1)OCO2	1.6%	0.3%	15.3%	8.4%	7.8%	-1.6%	-3.8%	8.6%	16.9%
O=S(=O)(/N=C(/Nc1nc2ccccc2s1)c1ccccc1)c1ccccc1	.	.	15.1%	0.0%	3.0%	-1.3%	-0.4%	-1.1%	-19.9%
O=C(N/N=C/c1ccc(-c2cccc(C(F)(F)F)c2)o1)c1ccccc1O	-22.9%	?	5.2%	-1.5%	-3.4%	-6.1%	-5.1%	2.9%	5.2%
CCOc1ccc(Cl)cc1/C=N/O	8.7%	10.2%	13.5%	8.8%	-0.2%	-21.4%	-5.3%	6.4%	3.8%
CC(=O)N(/N=C1\Sc2ccccc2C1=O)c1ccc(C)cc1C	14.2%	1.1%	8.2%	-2.9%	13.6%	2.1%	-1.4%	-10.6%	0.0%
CCOC(=O)C1=C(N)Oc2cc(O)ccc2C1c1ccc(F)cc1F (stereo not given)	-1.8%	-10.9%	3.1%	-9.2%	-4.5%	43.3%[activator]	-38.7%	0.3%	?
CC(=O)N(/N=C1\Sc2ccccc2C1=O)c1cccc(C)c1	9.6%	5.2%	13.8%	-1.2%	6.3%	?	0.6%	-6.9%	0.0%
O=C(c1ccc2c(c1)N(Cc1ccccc1F)C(=O)c1ccccc1S2(=O)=O)N1CCCCCC1	0.0%	2.7%	28.2%	.	.	-7.6%	.	-1.2%	-14.5%
CCN(CC)S(=O)(=O)c1ccc(N2CCCC2)c(NC(=O)Cc2ccc(OC)cc2)c1	23.1µM*	-20.4%	14.4%[9.22 µM]	0.5%	14.1%	-11.9%	9.7%	8.5%	?
CC1=C(C)CC2(SC1)C(=O)N(c1ccccc1)N=C2N (stereo not given)	-5.8%	10.4%	-12.3%[9.22 µM]	-13.0%	-7.0%	16.7%	-1.2%	5.7%	-14.4%
COC(=O)C1CCN(CCCOc2ccc(CN3CCN(c4ccc([N+](=O)[O-])cc4)CC3)cc2)CC1	-8.4%	-10.3%	-3.2%	?	?	-12.1%	7.9%	12.1%	6.9%
C=CCn1c(CSc2nc3ccccc3s2)nnc1SCC(=O)OCC	-0.7%	1.5%	0.0%	-2.2%	6.0%	-0.8%	-0.6%	0.9%	4.4%
Cn1c(CCC(=O)OCC(=O)Nc2ccc(Oc3ccccc3)cc2)nc(=O)c2ccccc21	0.0%	-2.8%	-8.9%	0.7%	-1.3%	-8.8%	-85.8%&6.3%	1.0%	15.6%
O=C(COC(=O)c1cccc([N+](=O)[O-])c1)NCC1CCCO1 (stereo not given)	11.1%	0.2%	17.0%	2.2%	2.6%	0.0%	-8.2%	12.6%	1.6%
CCNC(=O)CN(c1ccc(Oc2ccccc2)cc1)S(=O)(=O)c1ccccc1	?	-20.2%	-11.4%	-2.3%	-9.3%	11.7%	13.6%	2.5%	?
NC(=O)CS(=O)(=O)c1nc2ccccc2n1Cc1ccccn1	3.2%	-4.3%	9.1%	10.1%	10.3%	-0.6%	-2.7%	-1.0%	2.4%
Cc1ccc(NC(=O)c2cc3ccccc3o2)cc1Cl	?	?	?	-11.6%	-17.1%	-0.3%	-88.7%[inhibitor]	7.0%	12.6µM*
CCCn1c(=O)c2ccccc2n2c(SCCNCCO)nnc12	-1.9%	-1.8%	-4.4%	-0.8%	-1.6%	-2.3%	-21.7%	5.3%	6.7%
Cc1ccc(O)c(C(=O)c2cnn(-c3ccccc3)c2)c1	?	-0.9%	23.0%	2.3%	1.4%	40.4%[activator]	?	-3.8%	?
Cc1ccc(NS(=O)(=O)c2ccc3nc(-c4ccccc4)[nH]c3c2)c(Br)c1	-28.5%	-0.8%	0.9%	.	.	3.9%	.	1.1%	3.2%
Cc1cccc(OCCCCCNCCO)c1	-1.7%	0.6%	-23.6%	-15.2%	5.7%[9.24 µM]	-18.5%	2.1%	-3.2%	-15.9%
COC(=O)c1c(N2C(=O)CC(Sc3ncccc3C(=O)O)C2=O)sc(C)c1C (stereo not given)	-5.5%	5.2%	-6.9%	-6.5%	-4.6%	12.6%	7.4%	1.4%	-27.2%
COc1ccc(CCNC(=O)C(=O)NCC2OCCN2S(=O)(=O)c2cc(F)ccc2F)cc1 (stereo not given)	-20.5%	3.4%	9.1%	-13.6%	0.9%	0.0%	5.1%	5.8%	-16.0%
Cc1ccc2c(c1)N(Cc1ccccn1)C(=O)C(C)O2 (stereo not given)	?	-2.1%	19.9%	1.0%	-2.0%	11.4%	-5.1%	1.1%	-0.4%
COc1ccccc1C(=O)N=C1NC(=O)CC2C(=O)NCCN12 (stereo not given)	26.2%	2.1%	1.9%	16.2%	5.5%	-6.1%	-97.1%[inhibitor]	-2.2%	14.2%
COCCN(Cc1cc2cc3c(cc2nc1Cl)OCO3)C(=O)Nc1ccccc1OC	11.7%	10.1%	-7.7%	-14.9%	2.6%	40.3%[activator]	0.0%	3.6%	18.3%
COc1ccc([N+](=O)[O-])cc1NC(=O)C1CCCCC1C(=O)O (stereo not given)	-27.3%	7.8%	3.1%	-1.4%	2.5%	15.3%	4.6%	-6.9%	4.2%
Cc1ccc(/C=C(\C#N)C(=O)Nc2cccc(C)n2)cc1	9.4%	3.0%	10.9%	-2.7%	0.2%	-8.6%	5.7%	11.3%	7.5%
COC/C=C/C1=CC2=CC(=O)C(C)(OC(=O)c3cnc4ccccc4n3)C(=O)C2=CN1CCCOC(C)C (stereo not given)	18.5%	11.3%	-4.7%	-14.3%	3.0%	-21.9%	0.1%	11.7%	17.1%
Cc1cccc2c1N(C)C(=O)C2=O	9.2%	1.9%	2.9%	12.4%	20.2%	2.9%	-1.0%	2.3%	17.9%
CN(C(=O)c1ccccc1C(=O)OCC(=O)Nc1ccc(OC(F)F)cc1)c1ccccc1	0.0%	8.5%	?	-1.0%	5.3%	-4.2%	-11.2%	-0.7%	?
N#Cc1c(N)nc(SCC(=O)NCCc2ccccc2)c(C#N)c1-c1cccs1	-12.2%	5.9%	16.2%	?	-13.1%[9.24 µM]	1.3%	2.0%	-5.0%	0.5%
COC(=O)c1sccc1NC(=S)N1CCN(c2ccccc2)CC1	10.4%	0.0%	?	1.0%	-0.3%	-3.9%	-4.8%	0.0%	-25.0%
CCC1(C)Cc2sc3c(=O)[nH]c(=S)[nH]c3c2CO1 (stereo not given)	-3.4%	-1.1%	19.1%	-4.3%	?	3.0%	-7.3%	-0.4%	17.6%
O=c1cc(C23CC4CC(CC(C4)C2)C3)[nH][nH]1	5.1%	12.4%	9.0%	7.2%	0.0%[9.24 µM]	-7.1%	-5.1%	-1.6%	-0.1%
CN1/C(=C\C=C(/C#N)C(=O)Nc2ccccc2F)C(C)(C)c2ccccc21	0.0%	-0.9%	14.6%	-2.0%	1.5%	113.3%[activator]	16.6%	-7.0%	-24.9%
CCN(CC(=O)NC1CCS(=O)(=O)C1)C(=O)c1cc(OC)c(OC)c(OC)c1 (stereo not given)	8.0%	-0.2%	11.6%	-4.5%	4.0%	4.0%	3.7%	6.3%	2.3%

Reprinted at random: 3 compounds from above.
SMILES	KB-V1 MDR tox	KB-3-1 cytotox	TDP-43 yeast inh	HT1080NT lethal	HT1080 IDH1KD tx	GLP1R cytotox	SW480 rerep	GLP-1R agonist	GLP-1R inv ag
CN1/C(=C\C=C(/C#N)C(=O)Nc2ccccc2F)C(C)(C)c2ccccc21	0.0%	-0.9%	14.6%	-2.0%	1.5%	113.3%[activator]	16.6%	-7.0%	-24.9%
N#Cc1c(N)nc(SCC(=O)NCCc2ccccc2)c(C#N)c1-c1cccs1	-12.2%	5.9%	16.2%	?	-13.1%[9.24 µM]	1.3%	2.0%	-5.0%	0.5%
CCC1(C)Cc2sc3c(=O)[nH]c(=S)[nH]c3c2CO1 (stereo not given)	-3.4%	-1.1%	19.1%	-4.3%	?	3.0%	-7.3%	-0.4%	17.6%
